# AmpC inh no detg = AmpC beta-lactamase inhibition without detergent. P00811. AmpC nitrocefin hydrolysis, absorbance 480 nm, 0.0001% Triton. Potency, µM (highest dose often 57.1 µM), without a hit: at the top dose activity change, negative = inhibition, hits mostly inhibitors. actives 0.52% (n = 330,000). AID 485341;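 further: potency means the concentration at half of the fitted maximal effect; plate controls were no compound for no effect and no enzyme for full effect; nearly all actives have a fitted effect of over 20% in size; some results filed as inactive show a strong effect at the top dose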
# Target sequence (P00811 whole entry, looked up): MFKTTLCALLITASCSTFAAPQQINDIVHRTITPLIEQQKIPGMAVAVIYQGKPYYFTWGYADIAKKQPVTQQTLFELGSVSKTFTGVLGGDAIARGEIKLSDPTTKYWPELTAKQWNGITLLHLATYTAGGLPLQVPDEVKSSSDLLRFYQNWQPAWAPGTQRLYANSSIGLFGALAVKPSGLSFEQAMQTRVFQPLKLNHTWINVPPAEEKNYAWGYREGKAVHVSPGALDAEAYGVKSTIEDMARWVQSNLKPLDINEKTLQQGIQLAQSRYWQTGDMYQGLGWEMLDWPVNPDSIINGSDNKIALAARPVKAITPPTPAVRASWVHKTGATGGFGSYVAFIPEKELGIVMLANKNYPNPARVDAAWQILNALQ
#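 AmpC (5.3 nM in the dispensed reagent) in 20 mM phosphate pH 7.0 with 0.01% (detergent screen) or 0.0001% Triton X-100 was preincubated with compounds for 15 min at room temperature. Nitrocefin was then added from an 800 uM solution, and hydrolysis was followed at 480 nm.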
# Tb PYK inh = blocks Trypanosoma brucei pyruvate kinase; Q57TT1; TbPYK enzyme, Kinase-Glo Plus ATP luminescence, 45 min; Potency, µM (highest dose often 76.8 µM), inactives show at the highest dose activity, negative = inhibition, hits mostly inhibitors; actives 0.12% (n = 410,000); further: potency means the concentration at half of the fitted maximal effect; nearly all actives have a fitted effect of over 50% in size
#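 Quantitative HTS: titrated library compounds versus trypanosomal pyruvate kinase in TEA buffer (pH 7.2) containing KCl, MgCl2, BSA and Tween-20. Reactions were initiated with ADP, 130 uM final. Kinase-Glo Plus luminescence was read after 45 min at RT.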
# AmpC inh detg = AmpC beta-lactamase inhibition with detergent present; P00811; AmpC hydrolysis of nitrocefin, absorbance 480 nm, 0.01% Triton; Potency, µM (highest dose often 114 µM), for inactives: at the highest dose activity change, negative = inhibition, hits mostly inhibitors; actives 0.041% (n = 370,000);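 further: potency means the concentration at half of the fitted maximal effect; 0% = no-compound wells and -100% = no-enzyme wells; nearly all actives have a fitted effect of over 25% in size; some results filed as inactive show a strong effect at the top dose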
#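 AmpC (5.3 nM in the dispensed reagent) in 20 mM phosphate pH 7.0 with 0.01% (detergent screen) or 0.0001% Triton X-100 was preincubated with compounds for 15 min at room temperature. Nitrocefin was then added from an 800 uM solution, and hydrolysis was followed at 480 nm.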
# AMA1-RON2 inh = inhibitors of Plasmodium falciparum AMA1-RON2 interaction | actives 0.2% (n = 360,000) | Potency, µM (top dose mostly 58.2 µM), for the others: at the highest dose activity change, negative = inhibition, most hits filed as inhibitors | AlphaScreen AMA1-biotinylated RON2 peptide binding;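 further: potency means the concentration at half of the fitted maximal effect; 0% = vehicle wells and -100% = peptide control; nearly all actives have a fitted effect of over 45% in size; some results filed as inactive show a strong effect at the top dose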
#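 AMA1 (3D7) with his tag at 25 nM final met compounds first, then biotinylated RON2 peptide at 25 nM; detection used donor plus acceptor beads, 10 µg/mL apiece, read by AlphaScreen after 30 min at room temperature.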
# HCV inh = blocks hepatitis C virus. Huh7.5.1 HCVcc-Cre infection, luciferase reporter, 44 h. actives 3.4% (n = 340,000). Potency, µM (doses to about 41.8 µM), for the others: at the highest dose activity change, negative = inhibition, actives largely listed as inhibitors; further: potency means the concentration at half of the fitted maximal effect
#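 Reporter virus HCVcc-Cre (~0.5 moi) infects cells exposed to compound; seeding density 1,000 cells/well with 4 h settling beforehand. Luminescence, 15 sec read, taken 44 h post-infection following a 15 min RT substrate incubation.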
# LmPK inh = blocks Leishmania mexicana pyruvate kinase activity; AID 1721; actives 0.37% (n = 290,000); Potency, µM (titrated, usually from 57.5 µM), inactives show at the top dose activity change, negative = inhibition, most hits filed as inhibitors; purified LmPK, Kinase-Glo ATP luminescence, 1 h; further: potency means the concentration at half of the fitted maximal effect
# Target sequence (Q27686 whole entry, looked up): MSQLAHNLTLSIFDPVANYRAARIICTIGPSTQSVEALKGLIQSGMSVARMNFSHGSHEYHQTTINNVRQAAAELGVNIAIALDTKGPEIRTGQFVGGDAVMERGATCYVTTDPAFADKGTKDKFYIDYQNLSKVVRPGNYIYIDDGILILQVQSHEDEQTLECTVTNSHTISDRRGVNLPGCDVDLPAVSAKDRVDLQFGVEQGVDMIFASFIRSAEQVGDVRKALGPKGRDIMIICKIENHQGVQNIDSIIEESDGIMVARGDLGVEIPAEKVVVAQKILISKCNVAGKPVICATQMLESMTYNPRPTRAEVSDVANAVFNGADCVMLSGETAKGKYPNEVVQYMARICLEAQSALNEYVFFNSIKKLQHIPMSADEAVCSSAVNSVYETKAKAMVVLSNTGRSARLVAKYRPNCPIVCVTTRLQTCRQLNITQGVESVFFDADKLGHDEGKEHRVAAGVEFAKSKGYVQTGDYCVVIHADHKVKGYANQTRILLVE
#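 0.1 nM LmPK, 0.5 mM PEP, 0.1 mM ADP; 50 mM imidazole pH 7.2, 7 mM MgCl2, 50 mM KCl; 1 h RT. Kinase-Glo luminescence readout, normalized to no-enzyme (full inhibition) and uninhibited wells.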
# HCMV inh = blocks human cytomegalovirus replication | activity change, negative = inhibition, % at 57.5 µM | HFF cells, HCMV-luciferase reporter, 72 h; hits give low values | AID 1259415 | actives 4.5% (n = 410,000); in the data active means activity change below about -60%; inconclusive means no clear call, values can overlap the other calls; inactive means above about -39%
#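 Two compound doses tested in HFFs infected with HCMV-luciferase, MOI 1 PFU/cell, 72 h at 37C. Lysate luminescence read with OneGlo; data normalized against buffer-only and 10uM Salinomycin inhibitor controls.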
# An asterisk follows results filed as active; ? = inconclusive; · = not tested or not shown; & = joins results of further samples; [ ] = another dose, or the depositor's remark. Unless noted, the call rests on the fitted dose curve; in most records, active means well fitted curve in the direction sought with a large enough effect; inconclusive means small, poorly fitted or top-dose-only effect, or another doubt; inactive means no such curve, though single readings can be large; an effect the other way counts as inactive or inconclusive. Unless noted, on the % scale 0 is the no-effect control and ±100 the full control effect.
SMILES,AmpC inh no detg,Tb PYK inh,AmpC inh detg,AMA1-RON2 inh,HCV inh,LmPK inh,HCMV inh
O=C(NC1CCN(Cc2ccc(Cl)cc2Cl)CC1)c1ccccc1,-1%,0%,0%,5%,?,0%,-81*
Cc1nc2c(OCc3ccc(Cl)cc3)cccn2c1N(C)Cc1cccs1,·,1%,·,-5%,·,·,26
CCOC(=O)c1c(S(=O)(=O)N2CCCC(C(=O)Nc3cccc(Cl)c3)C2)c(C)n(C)c1C (stereo not drawn),·,0%,8%,·,·,·,14
Cc1cn([C@@H](CCCCN)C(=O)NCCCCCCCCCCC(=O)N2CCNCC2)nn1,18%,-6%,-1%,21%,10%,·,-6
Cc1nc2ccccc2cc1C(=O)NCc1ccc(F)cc1,-37%,6%,0%,13%,?,-4%,?
Cc1cccc(C)c1OCC(=O)NNC(=O)CCCn1c(=O)oc2ccccc21,3%,-1%,·,110%[activator],2%,·,-5
Cc1ccc(CNC(=O)Cn2nnc(C(=O)Nc3ccc(Br)cc3)c2N)cc1,-30%,0%,-9%,20%,-9%,3%,-33
CCc1nnc(NS(=O)(=O)c2ccc(NS(=O)(=O)c3ccc(NC(C)=O)cc3)cc2)s1,-13%,·,-2%,·,·,5%,·
COc1ccc(NC(=O)CN2C(=O)COc3ccc(S(=O)(=O)N4CCCCCC4)cc32)cc1,-22%,3%&0%,0%&3%,1%,?,0%,?
CCN(CC)C(=O)c1[nH]cnc1C(=O)N[C@@H](C)C(=O)OCc1ccccc1,1%,-8%,6%,0%,13%,-4%,0
Cc1ccc(NC(=O)CN2CCN(C3CCCCC3)C(=O)C2=O)cc1C,·,-3%,25%,·,·,·,5
CCc1ccc(-c2cc3c(=O)n(CC(=O)NCCCN4CCN(CC)CC4)nc(C)n3n2)cc1,87%[activator],-7%,?,-5%,?,0%,22
CC(C)c1nn2c(=O)cc(COC(=O)c3cccc(NC(=O)CCc4ccccc4)c3)nc2s1,·,-5%,9%,·,·,·,-6
Cc1cccc(NC(=O)C(=O)c2cc(C)n(-c3ccccc3)c2C)c1C,·,-2%,26%,·,·,·,-18
O=C(CSc1nc(=O)n(Cc2ccccn2)c2c1CCC2)Nc1cccc(Cl)c1,·,1%,4%,·,·,·,-14
O=[N+]([O-])c1cccc(NC(=S)N2CCN(S(=O)(=O)c3ccccc3)CC2)c1,22µM*,-15%,5%,7%,-16%,1%,2
O=C(CN1C(=O)NC2(CCCC2)C1=O)Nc1ccc(F)cc1,-7%,3%,?,18%,9%,1%,-9
Cc1ccccc1-c1nn(-c2ccc(F)cc2F)cc1CNCCCN(C)C,52%,-5%,-3%,?,3.2µM*,4%,?
CCN(CC)c1ccc(N=Cc2cc(Br)ccc2O)cc1,-23%,-26%,2%,-15%,3%,?,5
CCC(C)[C@H](NC(=O)C1CCN(C(=O)[C@H](Cc2ccccc2)NC(=O)OC(C)(C)C)CC1)C(=O)O (stereo partly drawn),10%,1%,-7%,5%,10%,-6%,-32
CCOC(=O)c1c(C)[nH]c(N=Nc2ccccc2)c1C,58%,-9%,-9%,13µM*,?,5%,152
NN=C1c2ccccc2-c2ccc(N)cc21,·,-12%,·,?,-27%,·,13
COc1ccc(NC(=O)c2cccc(N3C(=O)C4CCC(C)CC4C3=O)c2)c(OC)c1 (stereo not drawn),15%,-1%,-7%,1%,-8%,0%,-37
CCn1c(=O)cc(OCC(=O)Nc2nc(C)cs2)c2ccccc21,50µM*,-11%,-18%,-5%,-10%,0%,11
COc1ccccc1NC(=O)c1ccc(-c2ccccc2F)o1,-23%,3%,?,-6%,?,1%,50
CCn1cc(CN2CCC(n3nccc3NC(=O)c3cccc(F)c3)CC2)cn1,47%,6%,3%,-10%,21%,-2%,-1
COc1ccc(C)cc1NC(=O)C1CCN(C(=O)c2ccc(C(C)(C)C)cc2)CC1,116%[activator],1%,-5%,-13%,1%,-1%,30
CCCc1nnc(NC(=O)CCC(=O)N2CCN(S(=O)(=O)c3ccc(F)cc3)CC2)s1,29%,3%,-11%,2%,16%,1%,7
CCOc1ccc(S(=O)(=O)N2CCN(C(=O)c3ccncc3)CC2)cc1,13%,2%,5%,-2%,-7%,-2%,10
CCOc1ccc(NC(=O)NCc2ccc3c(c2)CCN3C(C)=O)cc1,·,-3%,-3%,·,·,·,-3
Nn1c(SCC(=O)Nc2ccc(S(=O)(=O)N3CCCC3)cc2)nnc1C(F)(F)F,-24%,5%,?,-20%,1%&-6%,2%,36
Cc1ccc2nc(Nc3ccccc3)c(C=O)c(=O)n2c1,-12%,-2%,-9%,11%,-17%,4%,-25
c1ccc(-n2cnc3ccccc32)nc1,-12%,-4%,-12%,-5%,-23%,-3%,?
CC(/C=C/c1ccc(C)o1)=C\C(=O)O,1%,-17%,-1%,17%,14%,6%,23
COc1cc(SC)ccc1C(=O)N1CCN(c2ccc(O)cc2)CC1,-14%,?,-3%,-8%,-12%,2%,-14
COc1ccc(CNC(=O)COC(=O)c2n[nH]c3ccccc23)cc1OC,-9%,-4%,?,23%,10µM*,4%,35
CCOC(=O)C1CCN(C(=O)COC(=O)C23CC4CC(CC(C4)C2)C3)CC1,39%,6%,·,12%,18%,·,48
Cc1nn(CC(=O)N/N=C/c2cccs2)c(C)c1[N+](=O)[O-],0%,3%,2%,5%,4%,-3%,-4
Cc1ccc(C(=O)OCC(=O)Nc2ccccc2)cc1NC(=O)c1ccco1,-25%,0%,-10%,47%[activator],-9%,-4%,-7
NC(=O)C1CCN(S(=O)(=O)c2cc3c(cc2Cl)NC(=O)CO3)CC1,·,-8%[15.4 µM],-6%,·,·,·,?
Cc1ccc(OC(C)C(=O)N2CCCc3ccccc32)cc1 (stereo not drawn),5%,-9%,?,-1%,-1%,4%,32
Cc1ccc(C2(C)NC(=O)N(CC(=O)N3CCN(S(=O)(=O)c4ccccc4[N+](=O)[O-])CC3)C2=O)cc1 (stereo not drawn),·,0%,·,-4%,10%,·,35
S=C(NCCc1cccc(Cl)c1)NCc1ccccc1,-47%,·,2%,·,·,0%,·
Cc1ccc(SCc2ccc(C(=O)N3CCCCC3)cc2)cc1,74%[activator],6%,3%,-2%,1%,-2%,37
Cc1cccc(N(CC(=O)NCc2ccco2)C(=O)CCC(=O)Nc2ccccn2)c1C,27%,-3%,0%,-2%,9%,-5%,6
COc1ccc(C)cc1NC(=O)CN1C(=O)COc2ccc(S(=O)(=O)NC3CCCC3)cc21,·,-4%,17%,·,·,·,-5
CC(=O)Nc1ccc(-c2cc(NC(C)=O)n(-c3ccccc3)n2)cc1,-13%,0%,-18%,9%,5%,-1%,-16
O=C1Nc2ccccc2/C1=C/c1ccccc1F,-50%,-10%,-7%,-6%,?,2%,18
COc1ccc(-n2nc3c(c2NC(=O)COc2ccccc2OC)CS(=O)(=O)C3)cc1,·,8%,·,9%,·,·,?
CC(=O)c1cccc(NC(=O)C2CCN(S(=O)(=O)c3ccccc3)CC2)c1,-37%,0%&3%,10%&-8%,8%,-1%,2%,-4&-26
NC(=O)c1ccsc1NC(=O)COC(=O)c1ccncc1,-12%,-8%,-19%,17%,15%,·,·
COc1ccc(C2N=C(N)N=C(N)N2c2ccccc2OC)cc1OC (stereo not drawn),-9%,-10%,?,-3%,-1%,3%,4
CSc1ccc(CN(C)CC(=O)N(C)CC(=O)Nc2ccccc2Br)cc1,92%[activator],-1%,-6%,-2%,2%,·,-26
CN=C(Nc1cccc(Cl)c1)SC1CC(=O)N(c2ccc(OC)cc2)C1=O (stereo not drawn),29%,-2%,3%,10%,2%,6%,-34
COc1ccc(S(=O)(=O)CCC(=O)NCCc2ccc(C)cc2)cc1,4%,-5%,0%,-10%,11%,-4%,-19
C=C(C)n1c(=O)n(Cc2ccc(C)cc2)c2ccccc21,-12%,1%,-5%,6%,?,10%,-12
CC(C)Cc1csc(=S)[nH]1,·,-18%,·,65%[activator],14%,·,-4
CC(C)CC1Nc2ncnc(N3CCN(c4ccccc4)CC3)c2N(Cc2ccc(Cl)cc2)C1=O (stereo not drawn),-7%,-4%,?,-2%,-29%,·,-12
COc1ccc(NC(=O)C2CCN(S(C)(=O)=O)CC2)cc1,-8%,1%,-13%,7%,-1%,-8%,3
COc1ccc(/C=N/NS(=O)(=O)c2ccccc2)cc1OS(=O)(=O)c1ccccc1,-33%,0%,?,-8%,-8%,2%,12

# Compound profiles (already shown). Screens in order: AmpC inh no detg, Tb PYK inh, AmpC inh detg, AMA1-RON2 inh, HCV inh, LmPK inh, HCMV inh
# Profile of `Cc1cccc(C)c1OCC(=O)NNC(=O)CCCn1c(=O)oc2ccccc21` : 3%, -1%, ·, 110%[activator], 2%, ·, -5
# Profile of `CC(=O)c1cccc(NC(=O)C2CCN(S(=O)(=O)c3ccccc3)CC2)c1` : -37%, 0%&3%, 10%&-8%, 8%, -1%, 2%, -4&-26

# Next section.
SMILES,AmpC inh no detg,Tb PYK inh,AmpC inh detg,AMA1-RON2 inh,HCV inh,LmPK inh,HCMV inh
COc1ccc(C2Nc3ccccc3C(=O)N2NC(=O)c2ccccc2)cc1OC (stereo not drawn),-13%,1%,-4%,18%,17%,-4%,70
O=C(/C=C/c1c(Cl)cccc1Cl)Nc1ccncc1,-35%,9%,?,3%,-20%,11%,-40
CCOC(=O)c1c(NC(C)=O)sc(/C(C)=N/Nc2ccc(C(=O)O)cc2)c1C,-40%,10%,-6%,2%,?,-3%,-24
Clc1ccc(COc2ccccc2CNCc2cccnc2)cc1,35%,0%,?,-11%,10µM*,10%,-30
COc1ccc(C(=O)Nc2ccc3ccccc3c2)cc1OC,-5%,4%,5%,-3%,?,-1%,120
CN1CCN(C(CNS(=O)(=O)c2ccc(Br)cc2)c2ccc3c(c2)OCO3)CC1 (stereo not drawn),?,2%,?,-27%,?,·,-3
Cc1ccc(-n2nnnc2-c2cccnc2)cc1,-9%,3%,-2%,3%,3%,-4%,2
CCCCCCCCCCCCCCC(O)C[N+](C)(CCO)CCO (stereo not drawn),·,-1%,·,11%,15%,·,-13
O=C(Nc1nc2c(s1)CCCC2)c1ccc(N2C(=O)CCC2=O)cc1,74%,-5%,-2%,14%,-14%,-4%,112
Cc1sc2nc(CSc3nnc(Cc4cccs4)n3C3CCCCC3)[nH]c(=O)c2c1C,-37%,-16%,?,0%,0%,4%,-11
